NPY1 pot ag – NPY-Y1 receptor potentiators or agonists, primary screen, cell-based; Neuropeptide Y receptor type 1 (Homo sapiens), P25929; NPY-Y1 expressing cells, potentiator/agonist activation; activation, % at 3.6 µM; 0.37% of 220,000 active; in the data active = activation above about 33%, passing the limit was not always enough;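 note: cells stimulated with NPY at EC10 then isoproterenol at EC100; 0% = low agonist plus stimulus and 100% = saturating agonist plus stimulus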
Target sequence (P25929 whole entry, looked up): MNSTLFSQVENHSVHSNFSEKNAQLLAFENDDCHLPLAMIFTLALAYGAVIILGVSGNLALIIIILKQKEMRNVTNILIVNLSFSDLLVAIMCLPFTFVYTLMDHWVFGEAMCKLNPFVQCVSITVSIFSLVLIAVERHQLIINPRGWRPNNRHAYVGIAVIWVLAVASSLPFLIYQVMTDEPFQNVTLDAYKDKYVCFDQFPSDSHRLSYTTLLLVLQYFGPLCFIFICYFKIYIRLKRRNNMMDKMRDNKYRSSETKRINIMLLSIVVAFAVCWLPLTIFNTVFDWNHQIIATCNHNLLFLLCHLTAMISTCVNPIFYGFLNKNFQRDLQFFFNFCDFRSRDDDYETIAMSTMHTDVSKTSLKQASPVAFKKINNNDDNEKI
RBBP9 inh – human RBBP9 inhibitors, primary screen, biochemical, fluorescence polarization, FP-Rh probe, HTS; Serine hydrolase RBBP9 (Homo sapiens), O75884; recombinant RBBP9; inhibition, % at 7.94 µM; 0.2% of 220,000 active; AID 1515, 2009;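 active = inhibition above the campaign mean of all tested compounds plus 3 SD, cut at about 14% in these data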;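 note: plate controls were DMSO wells with RBBP9 for no effect and wells lacking RBBP9 protein for full effect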
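System: RBBP9 protein / Buffer or medium: Tris/NaCl buffer pH 8.0 with 0.1% Pluronic / Probe or stimulus: Serine-hydrolase probe FP-Rh, 375 nM pre-mixing / Dosing: 7.94 µM single dose, 0.794% DMSO / Times: enzyme-compound preincubation 30 min, then probe labeling 45 min, 25 °C / Technique: fluorescence polarization (mP), excitation 525 nm, emission 598 nm / Replication: singlicate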
Ba/F3 V617F tox – reduced viability of JAK2V617F-dependent Ba/F3 cells, primary screen, JAK2V617F inhibitor project, cell-based, Ba/F3 EpoR-JAK2V617F, luminescence. ATP luminescence. inhibition, % at 5.6 µM. 1.1% of 220,000 active. AID 1446, 2008;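 active = inhibition above the campaign mean plus 3 SD over all tested compounds, cut at about 24% in these data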;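 note: cytokine-independent growth of Ba/F3 cells driven by EpoR plus mutant JAK2; 0% = DMSO-treated cells and 100% = JAK inhibitor I control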
NPY-Y2 PAM-ag – NPY-Y2 potentiators or agonists, primary screen, cell-based | activation, % at 3.6 µM | Neuropeptide Y receptor type 2 (Homo sapiens), P49146 | AID 1359, 2008 | 0.45% of 220,000 active | cells expressing NPY-Y2, potentiator/agonist read-out; in the data active = activation above about 27%;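 note: cells stimulated with NPY near EC25 plus isoproterenol at EC100; 0% = vehicle plus submaximal agonist and 100% = vehicle plus saturating agonist; some results beyond the cut were filed as inactive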
NPY-Y1 antag – NPY-Y1 receptor antagonists, primary screen, cell-based. 1% of 200,000 active. Neuropeptide Y receptor type 1 (Homo sapiens), P25929. HEK293-CNG Y1 cells, membrane potential fluorescence; NPY at EC95, then isoproterenol. inhibition, % at 3.6 µM;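 active = inhibition above the campaign mean inhibition of all tested compounds plus 3 SD, cut at about 20% in these data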;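 note: 0% = DMSO wells given NPY plus isoproterenol and 100% = isoproterenol alone without NPY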
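System: HEK293 cells with Y1 receptor plus CNG channel / Probe or stimulus: NPY 25 nM then isoproterenol 1 µM plus Ro 20-1724 25 µM / Compound: one concentration, 3.6 µM, in 0.4% DMSO / Schedule: compound incubation 1 h at room temperature, readout 45 min post-stimulation / Measured by: membrane potential fluorescence / Read-out: % inhibition of NPY effect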
S1P4 ag – S1P4 receptor agonists, primary screen, cell-based; 0.35% of 220,000 active; S1P4-expressing cell line, agonist reporter assay; activation, % at 4.98 µM; AID 1509, 2009; Sphingosine 1-phosphate receptor 4 (Homo sapiens), O95977; in the data active = activation above about 11%;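 note: 0% = DMSO vehicle and 100% = reference agonist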
S1P4 antagonist – S1P4 receptor antagonists, primary screen, cell-based; inhibition, % at 4.98 µM; 0.26% of 220,000 active; AID 1510, 2009; Sphingosine 1-phosphate receptor 4 (Homo sapiens), O95977; S1P4-expressing cells, antagonist mode, reporter read-out; in the data active = inhibition above about 29%;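 note: 0% = wells stimulated with agonist and 100% = vehicle wells without agonist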
Runt-CBFb FRET – inhibitors of RUNX1 Runt–CBFb binding, primary screen, biochemical, FRET, Cerulean-Runt, Venus-CBFb, uHTS | 0.46% of 220,000 active | AID 1496, 2009 | Runt-related transcription factor 1 (Homo sapiens) + Core-binding factor subunit beta … | inhibition, % at 20 µM | Cerulean-Runt/Venus-CBFb FRET ratio 530/480, 1 h;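 active = inhibition over about 50% at 20 µM in the single-dose screen, limit read from the data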;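 note: 0% = DMSO wells and 100% = excess unlabeled CBFb competitor control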
Target sequence (Q01196 whole entry, looked up): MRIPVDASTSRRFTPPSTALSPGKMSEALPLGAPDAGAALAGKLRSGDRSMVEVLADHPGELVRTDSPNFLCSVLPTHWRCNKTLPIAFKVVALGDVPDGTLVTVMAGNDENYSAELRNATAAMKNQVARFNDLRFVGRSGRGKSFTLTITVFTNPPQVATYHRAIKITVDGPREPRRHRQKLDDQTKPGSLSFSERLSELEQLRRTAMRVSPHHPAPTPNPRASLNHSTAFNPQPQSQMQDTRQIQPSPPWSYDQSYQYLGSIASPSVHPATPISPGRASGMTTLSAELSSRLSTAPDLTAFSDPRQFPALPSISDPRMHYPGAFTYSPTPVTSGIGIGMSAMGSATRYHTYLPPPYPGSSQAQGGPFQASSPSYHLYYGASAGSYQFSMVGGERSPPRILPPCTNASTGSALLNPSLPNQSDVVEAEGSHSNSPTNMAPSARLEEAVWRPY
Target sequence (Q13951 whole entry, looked up): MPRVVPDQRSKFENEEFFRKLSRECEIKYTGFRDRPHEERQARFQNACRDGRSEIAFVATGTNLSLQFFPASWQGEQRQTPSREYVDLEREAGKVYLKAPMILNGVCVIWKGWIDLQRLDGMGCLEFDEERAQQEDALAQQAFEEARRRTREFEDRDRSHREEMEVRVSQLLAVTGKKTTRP
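Doses: 20 µM compound in 1% DMSO | Material: Cerulean-labeled Runt domain protein | Amount: Each fluorescent fusion protein 100 nM | Schedule: Two 1 h room-temperature incubations shielded from light | Measured by: FRET fluorescence | Evaluation: Loss of energy transfer signal | Controls: Unlabeled CBFb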
BaF3 tox – parental Ba/F3 cell viability inhibition, counter-screen for JAK2V617F inhibitor project, murine pro-B, CellTiter-Glo luminescence. CellTiter-Glo ATP luminescence. inhibition, % at 5.6 µM. 1.1% of 220,000 active. AID 1486, 2009;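 active = inhibition above a per-campaign cutoff, the mean inhibition of all tested compounds plus 3 SD, cut at about 27% in these data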;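 note: 0% = DMSO wells and 100% = JAK Inhibitor I control wells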
* = called active by the depositor.

What do the screens show for `CCn1c(=O)cc(OCC(=O)Nc2ccc(OC)c(OC)c2)c2ccccc21`?
NPY1 pot ag: -20; RBBP9 inh: 1; Ba/F3 V617F tox: 1; NPY-Y2 PAM-ag: -1; NPY-Y1 antag: 1; S1P4 ag: -0.6; S1P4 antagonist: 7; Runt-CBFb FRET: 0; BaF3 tox: 9

How did O=C(NC1CCCc2ccccc21)C1CCN(S(=O)(=O)c2cccc3nonc23)CC1 (configuration not stated) do in these assays?
NPY1 pot ag: 4; RBBP9 inh: -9; Ba/F3 V617F tox: -4; NPY-Y2 PAM-ag: -7; NPY-Y1 antag: 7; S1P4 ag: -0.1; S1P4 antagonist: -1; Runt-CBFb FRET: 4; BaF3 tox: 2

What do the screens show for `COc1ccc(OC)c(C(=O)Cn2nnc(-c3ccc(N4CCOCC4)cc3)n2)c1`?
NPY1 pot ag: 5; RBBP9 inh: 2; Ba/F3 V617F tox: 0; NPY-Y2 PAM-ag: -20; S1P4 ag: 0.8; S1P4 antagonist: -2; Runt-CBFb FRET: -4; BaF3 tox: -8

What do the screens show for `CCCCC(NC(=O)c1ccccc1)C(=O)OCC(=O)N1c2ccccc2Sc2ccccc21` (configuration not stated)?
NPY1 pot ag: 23; RBBP9 inh: -16; Ba/F3 V617F tox: 2; NPY-Y2 PAM-ag: 0; NPY-Y1 antag: 5; S1P4 ag: -1.8; S1P4 antagonist: -34; Runt-CBFb FRET: -1; BaF3 tox: 5

Results for Cc1nc2ccccc2n1CC(O)COc1ccccc1Cl (configuration not stated) ?
NPY1 pot ag: 10; RBBP9 inh: -5; Ba/F3 V617F tox: -2; NPY-Y2 PAM-ag: 11; NPY-Y1 antag: -2; S1P4 ag: -0.2; S1P4 antagonist: -2; Runt-CBFb FRET: -1; BaF3 tox: 5

Results for O=C(c1ccco1)N1CCN(C2=NS(=O)(=O)c3ccccc32)CC1 ?
NPY1 pot ag: 6; RBBP9 inh: -6; Ba/F3 V617F tox: -1; NPY-Y2 PAM-ag: 1; NPY-Y1 antag: -1; S1P4 ag: -1.3; S1P4 antagonist: -5; Runt-CBFb FRET: 1; BaF3 tox: -1

What do the screens show for `CCOC(=O)C1CCCN(Cc2ccccc2Cl)C1` (configuration not stated)?
NPY1 pot ag: 5; RBBP9 inh: 6; Ba/F3 V617F tox: -3; NPY-Y2 PAM-ag: 3; NPY-Y1 antag: 0; S1P4 ag: -1.5; S1P4 antagonist: -6; Runt-CBFb FRET: 0; BaF3 tox: 3

Results for CCOP(=O)(OCC)c1nc(/C=C/c2ccccc2)oc1NCc1ccc(OC)cc1 ?
NPY1 pot ag: 6; RBBP9 inh: 0; Ba/F3 V617F tox: -1; NPY-Y2 PAM-ag: 6; NPY-Y1 antag: -1; S1P4 ag: 0.4; S1P4 antagonist: 8; Runt-CBFb FRET: -9; BaF3 tox: 1

What do the screens show for `Cc1nn(-c2ccc(F)cc2)c(C)c1CN1CCN(Cc2ccccc2)C(CCO)C1` (configuration not stated)?
NPY1 pot ag: 6; RBBP9 inh: 0; Ba/F3 V617F tox: -3; NPY-Y2 PAM-ag: 2; NPY-Y1 antag: -5; S1P4 ag: -2.2; S1P4 antagonist: -26; Runt-CBFb FRET: -1; BaF3 tox: 1

What do the screens show for `O=C(Nc1ccccc1)Nc1ccc2snnc2c1`?
NPY1 pot ag: 1; RBBP9 inh: -12; Ba/F3 V617F tox: -2; NPY-Y2 PAM-ag: 4; NPY-Y1 antag: 10; S1P4 ag: -0.1; S1P4 antagonist: 2; Runt-CBFb FRET: -1; BaF3 tox: 0

How did CCOC(=O)c1sc(=NC(=O)c2ccc(C)cc2)n(C)c1C do in these assays?
NPY1 pot ag: 6; RBBP9 inh: -9; Ba/F3 V617F tox: -3; NPY-Y2 PAM-ag: -2; NPY-Y1 antag: 10; S1P4 ag: 0.3; S1P4 antagonist: -9; Runt-CBFb FRET: -1; BaF3 tox: 0

What do the screens show for `CN1CCN(c2nc(-c3ccccc3)ncc2S(=O)(=O)c2ccccc2)CC1`?
NPY1 pot ag: -26; RBBP9 inh: -4; Ba/F3 V617F tox: 6; NPY-Y2 PAM-ag: -25; NPY-Y1 antag: 0; S1P4 ag: -0.7; S1P4 antagonist: 8; Runt-CBFb FRET: -3; BaF3 tox: 11

Next part; the last 2 above are carried over.
How did CCOC(=O)c1sc(=NC(=O)c2ccc(C)cc2)n(C)c1C do in these assays?
NPY1 pot ag: 6; RBBP9 inh: -9; Ba/F3 V617F tox: -3; NPY-Y2 PAM-ag: -2; NPY-Y1 antag: 10; S1P4 ag: 0.3; S1P4 antagonist: -9; Runt-CBFb FRET: -1; BaF3 tox: 0

What do the screens show for `CN1CCN(c2nc(-c3ccccc3)ncc2S(=O)(=O)c2ccccc2)CC1`?
NPY1 pot ag: -26; RBBP9 inh: -4; Ba/F3 V617F tox: 6; NPY-Y2 PAM-ag: -25; NPY-Y1 antag: 0; S1P4 ag: -0.7; S1P4 antagonist: 8; Runt-CBFb FRET: -3; BaF3 tox: 11

What do the screens show for `CCOc1ccccc1NC(=O)c1cccc2c1C(=O)N(CCOC)C2`?
NPY1 pot ag: -16; RBBP9 inh: 1; Ba/F3 V617F tox: 0; NPY-Y2 PAM-ag: -30; NPY-Y1 antag: 20; S1P4 ag: 1.8; S1P4 antagonist: -4; Runt-CBFb FRET: 2; BaF3 tox: 7

Results for COc1ccccc1OCC(=O)NN1Cc2ccccc2C1=N ?
NPY1 pot ag: 28; RBBP9 inh: -9; Ba/F3 V617F tox: -5; NPY-Y2 PAM-ag: 11; NPY-Y1 antag: -2; S1P4 ag: -0.8; S1P4 antagonist: -14; Runt-CBFb FRET: 1; BaF3 tox: 2

How did COc1cccc(NC(=O)CN2CCN(c3ccccc3F)CC2)c1 do in these assays?
NPY1 pot ag: -36; RBBP9 inh: -1; Ba/F3 V617F tox: -4; NPY-Y2 PAM-ag: -15; NPY-Y1 antag: 22*; S1P4 ag: 0.7; S1P4 antagonist: 9; Runt-CBFb FRET: 0; BaF3 tox: 1

What do the screens show for `COC(=O)c1ccc(NC(=O)CNC(=O)C2CCCCC2)cc1`?
NPY1 pot ag: 1; RBBP9 inh: -3; Ba/F3 V617F tox: 7; NPY-Y2 PAM-ag: 1; NPY-Y1 antag: 10; S1P4 ag: 2.5; S1P4 antagonist: -2; Runt-CBFb FRET: 1; BaF3 tox: 7

What do the screens show for `COc1ccc2[nH]c(=O)c(C(c3nnnn3C3CCCC3)N(C)C3CCCCC3)cc2c1` (configuration not stated)?
NPY1 pot ag: 11; RBBP9 inh: 2; Ba/F3 V617F tox: 0; NPY-Y2 PAM-ag: -7; NPY-Y1 antag: -1; S1P4 ag: 0.1; S1P4 antagonist: -6; Runt-CBFb FRET: 0; BaF3 tox: 2

How did CN(Cc1ccccc1)Cc1c(F)cccc1F do in these assays?
NPY1 pot ag: -19; RBBP9 inh: -5; Ba/F3 V617F tox: -2; NPY-Y2 PAM-ag: -9; NPY-Y1 antag: -1; S1P4 ag: -3.2; S1P4 antagonist: -38; Runt-CBFb FRET: 1; BaF3 tox: 2

Results for CCCn1c(SCC(=O)NC)nnc1C(C)C ?
NPY1 pot ag: -14; RBBP9 inh: -7; Ba/F3 V617F tox: -2; NPY-Y2 PAM-ag: 12; NPY-Y1 antag: 3; S1P4 ag: 0.2; S1P4 antagonist: -19; Runt-CBFb FRET: -1; BaF3 tox: 2

How did CC(C)(C)c1cc(C(=O)O)nn1-c1ccccc1 do in these assays?
NPY1 pot ag: 20; RBBP9 inh: -7; Ba/F3 V617F tox: -1; NPY-Y2 PAM-ag: 21; NPY-Y1 antag: -1; S1P4 ag: 0.7; S1P4 antagonist: -8; Runt-CBFb FRET: 1; BaF3 tox: 1

What do the screens show for `CCCC12CN3CC(C)(CN(C1)C3c1ccc(OC)cc1)C2=O` (configuration not stated)?
NPY1 pot ag: 10; RBBP9 inh: -11; Ba/F3 V617F tox: 2; NPY-Y2 PAM-ag: -5; NPY-Y1 antag: 8; S1P4 ag: -0.1; S1P4 antagonist: 5; Runt-CBFb FRET: 1; BaF3 tox: 94*

Results for CCc1ccc(N2C(=O)Nc3ccccc3C2(O)C(=O)N2CCN(c3ccccn3)CC2)cc1 (configuration not stated) ?
NPY1 pot ag: 3; RBBP9 inh: -8; Ba/F3 V617F tox: -2; NPY-Y2 PAM-ag: 2; NPY-Y1 antag: 0; S1P4 ag: 2.1; S1P4 antagonist: 0; Runt-CBFb FRET: 1; BaF3 tox: 2

What do the screens show for `Cc1cccc(NC(=O)CN2C(=O)S/C(=C\c3ccccn3)C2=O)c1`?
NPY1 pot ag: -10; RBBP9 inh: 3; Ba/F3 V617F tox: -1; NPY-Y2 PAM-ag: 6; NPY-Y1 antag: 1; S1P4 ag: 1.4; S1P4 antagonist: -10; Runt-CBFb FRET: 3; BaF3 tox: 5

Results for Cc1nnc(NC(=O)C2CCCN(S(=O)(=O)c3ccccc3C(F)(F)F)C2)s1 (configuration not stated) ?
NPY1 pot ag: 26; RBBP9 inh: 2; Ba/F3 V617F tox: 6; NPY-Y2 PAM-ag: 14; NPY-Y1 antag: -2; S1P4 ag: 0.8; S1P4 antagonist: 11; Runt-CBFb FRET: -3; BaF3 tox: 6

How did N#C/C(=N\Nc1ccccc1F)c1nc(-c2ccccc2)cs1 do in these assays?
NPY1 pot ag: 7; RBBP9 inh: 4; Ba/F3 V617F tox: 4; NPY-Y2 PAM-ag: -4; NPY-Y1 antag: -2; S1P4 ag: -1.3; S1P4 antagonist: -12; BaF3 tox: 5

Results for CCOc1ccccc1NC(=S)NCc1ccco1 ?
NPY1 pot ag: 8; RBBP9 inh: 0; Ba/F3 V617F tox: 0; NPY-Y2 PAM-ag: 3; NPY-Y1 antag: 0; S1P4 ag: 0.1; S1P4 antagonist: -1; Runt-CBFb FRET: 12; BaF3 tox: 4

Screens as filed in PubChem BioAssay.

Not a hit list. About 3.6% of those tested had a hit in this group.
